# Pol iota inh – qHTS for Inhibitors of Polymerase Iota; hit rate 1% among 390,000; Pol iota fluorescent replication assay, 10 min; DNA polymerase iota (Homo sapiens), Q9UNA4; Potency, µM (doses to about 115 µM), inactives show at the highest dose activity, negative = inhibition, most hits filed as inhibitors; further: potency means the concentration at half of the fitted maximal effect
#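 Pol iota at 10 nM preincubated 15 min with compounds at room temperature; reaction started with fluorescent substrate, 50 nM final. Fluorescence read kinetically at 0 and 10 min; buffer-only wells as negative control.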
# ERG Ets-DNA blk – qHTS for Small Molecule Inhibitors of the ERG Ets/DNA interaction | Transcriptional regulator ERG (Homo sapiens), P11308 | fluorescence polarization, His-ERG Ets domain / labelled DNA | Potency, µM (series often up to 76.9 µM), for the others: at the highest dose FP activity, negative = inhibition, actives largely listed as inhibitors | hit rate 0.028% among 370,000 | AID 624246, 2012; active means well fitted inhibition curve with a large enough effect in the polarisation, with a control signal flat; inconclusive means small, poorly fitted or top-dose-only effect, or effect the other way, or a change in a side signal; inactive means no such curve, though single readings can be large or run the other way; the % refers to the polarisation;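 further: polarization taken with two DNA probes labelled with fluorescein and Texas red; potency means the concentration at half of the fitted maximal effect; % of control where 0% means no effect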
# Target sequence (P11308 whole entry, looked up, the tested form may be a part): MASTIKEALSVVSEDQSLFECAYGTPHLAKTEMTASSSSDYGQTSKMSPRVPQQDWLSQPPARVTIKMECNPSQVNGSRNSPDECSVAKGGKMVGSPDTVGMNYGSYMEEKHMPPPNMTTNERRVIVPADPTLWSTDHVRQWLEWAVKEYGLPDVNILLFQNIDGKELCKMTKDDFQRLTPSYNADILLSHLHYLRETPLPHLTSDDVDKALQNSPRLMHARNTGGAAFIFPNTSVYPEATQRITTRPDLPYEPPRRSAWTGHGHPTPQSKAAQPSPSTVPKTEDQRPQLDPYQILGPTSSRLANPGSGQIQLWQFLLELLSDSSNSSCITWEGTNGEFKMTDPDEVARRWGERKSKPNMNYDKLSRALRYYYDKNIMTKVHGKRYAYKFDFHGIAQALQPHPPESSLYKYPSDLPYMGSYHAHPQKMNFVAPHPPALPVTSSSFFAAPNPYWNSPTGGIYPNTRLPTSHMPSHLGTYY
#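 His-tagged ERG Ets domain (1 uM in the protein solution; 300mM KCl, 50mM Tris-HCl, 1mM EDTA, 1mM DTT, pH 7.5) received compound, then a probe mix of 5 nM fluorescein-DNA and 100nM Texas-615-DNA. Fluorescence polarization was read for both dyes.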
# BLM inh – qHTS Assay for Inhibitors of Bloom's syndrome helicase (BLM). recombinant BLM DNA unwinding, fluorescence dequenching. AID 2528, 2010. RecQ-like DNA helicase BLM (Homo sapiens), P54132. Potency, µM (titrated, usually from 56.1 µM), for the others: at the top dose activity change, negative = inhibition, usual class: inhibitors. hit rate 0.2% among 350,000;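 further: potency means the concentration at half of the fitted maximal effect; plate controls were vehicle for no effect and no enzyme for full effect; nearly all actives have a fitted effect of over 35% in size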
# APE1 inh – qHTS Assay for Inhibitors of the Human Apurinic/apyrimidinic Endonuclease 1 (APE1); recombinant APE1, TAMRA/BHQ-2 abasic DNA cleavage fluorescence; AID 2517, 2012; hit rate 0.35% among 350,000; DNA repair nuclease/redox regulator APEX1 (Homo sapiens), P27695; Potency, µM (doses to about 65.8 µM), inactives show top-dose activity change, negative = inhibition, hits mostly inhibitors;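 further: potency means the concentration at half of the fitted maximal effect; plate controls were vehicle for no effect and reference inhibitor for full effect; nearly all actives have a fitted effect of over 55% in size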
# Target sequence (P27695 whole entry, looked up): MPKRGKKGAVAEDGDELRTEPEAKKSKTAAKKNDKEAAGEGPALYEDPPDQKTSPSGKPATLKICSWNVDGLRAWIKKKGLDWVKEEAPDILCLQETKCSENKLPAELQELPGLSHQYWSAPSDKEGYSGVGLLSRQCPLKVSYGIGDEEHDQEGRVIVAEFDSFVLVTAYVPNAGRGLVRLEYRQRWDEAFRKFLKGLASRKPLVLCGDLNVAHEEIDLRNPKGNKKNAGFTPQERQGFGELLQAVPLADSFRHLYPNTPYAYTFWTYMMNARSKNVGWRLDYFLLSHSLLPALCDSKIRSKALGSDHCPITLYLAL
#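 APE1 at 0.75 nM preincubated 15 min at room temperature with compound. Reaction then started with 50 nM double-stranded THF-abasic substrate labelled with TAMRA/BHQ-2, and 525/598 nm fluorescence read kinetically. Activity taken as third-minus-first read difference, normalized to DMSO and NSC13755 controls.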
# Pol beta inh – qHTS Assay for Inhibitors of DNA Polymerase Beta. P06746. Pol beta primer extension/strand displacement, fluorescence kinetic. Potency, µM (top dose mostly 114 µM), without a hit: at the highest dose activity change, negative = inhibition, most hits filed as inhibitors. hit rate 1.3% among 340,000. AID 485314, 2010; further: potency means the concentration at half of the fitted maximal effect; on the % scale 0 is the no-effect control and ±100 the full control effect
#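 Curves were derived by four-parameter Hill fits of normalized qHTS data. The kinetic fluorescent primer-extension read was taken at 0 and 10 min after 50 nM substrate, following a 15 min room-temperature preincubation of 10 nM enzyme with compounds.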
# Pol kappa inh – qHTS for Inhibitors of Polymerase Kappa; hit rate 0.53% among 400,000; DNA polymerase kappa (Homo sapiens), Q9UBT6; Potency, µM (top dose mostly 107 µM), for the others: at the highest dose activity, negative = inhibition, actives largely listed as inhibitors; purified Pol kappa, fluorescent DNA synthesis assay, 10 min; AID 588579, 2011; further: potency means the concentration at half of the fitted maximal effect; on the % scale 0 is the no-effect control and ±100 the full control effect
#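 Inhibition of 10 nM Pol kappa is measured by a fluorescent read-out at 0 and 10 min following addition of 50 nM substrate (final), with a 15-min room-temperature compound preincubation.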
# Apoferritin bind – qHTS Assay for Identification of Novel General Anesthetics; Ferritin light chain (Equus caballus), P02791; apoferritin/1-aminoanthracene competitive binding, fluorescence; Potency, µM (top dose mostly 77.5 µM), without a hit: at the top dose activity change, negative = displacement, actives largely listed as inhibitors; hit rate 0.074% among 350,000; AID 485281, 2010; further: potency means the concentration at half of the fitted maximal effect; on the % scale 0 is the no-effect control and ±100 the full control effect; nearly all actives have a fitted effect of over 20% in size
# Target sequence (P02791 2-175 limits assumed): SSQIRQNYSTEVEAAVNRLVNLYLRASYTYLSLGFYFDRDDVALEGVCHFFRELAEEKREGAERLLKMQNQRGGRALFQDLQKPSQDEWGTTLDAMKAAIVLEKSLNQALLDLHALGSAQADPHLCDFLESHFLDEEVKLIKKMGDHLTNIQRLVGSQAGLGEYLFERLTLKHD
#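 Probe: 1-aminoanthracene (50% saturated, PBS). Protein: horse-spleen apoferritin, 10 uM. Incubation: 10 min, room temperature. Detection: 380 nm excitation, 535 nm emission. Analysis: normalized response, four-parameter Hill.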
# TRHR agonist – qHTS for Small Molecule Agonists and Allosteric Enhancers of Human TRH Receptor: Primary Screen for Agonists; TRHR cells, calcium flux fluo-8, FDSS agonist mode; activation, % at 2 µM; hit rate 0.18% among 360,000; AID 493084, 2011; in the data active means activation above about 30%; further: 0% is about no effect
#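 Steps: seed TRHR cells overnight; add fluo-8 no-wash Ca dye, RT 30 min–1.5 h; record 10 s baseline; pin-transfer compounds; monitor fluorescence 1 cycle/s for the agonist window. Calcium increases flag candidate agonists.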
# ALOX12 inh – Primary qHTS assay for inhibitors of human arachidonate 12S-lipoxygenase (ALOX12): Round 2; Polyunsaturated fatty acid lipoxygenase ALOX12 (Homo sapiens), P18054; purified 12hLO, xylenol orange hydroperoxide absorbance; Potency, µM (highest dose often 108 µM), inactives show at the top dose activity change, negative = inhibition, most hits filed as inhibitors; hit rate 1.1% among 580,000; further: potency means the concentration at half of the fitted maximal effect; on the % scale 0 is the no-effect control and ±100 the full control effect
#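 Purified human 12hLO at 150 nM in 25 mM Hepes, 0.01% Triton X-100, pH 7.0, preincubated 15 min at room temperature with compound. Reaction started with 40 uM arachidonic acid, 30 min at room temperature. Hydroperoxide measured by Fe-xylenol orange, 573/405 nm absorbance ratio.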
# The depositor's hits bear a star; ? = inconclusive; / = not tested or not shown; & = joins results of further samples; [ ] = another dose, or the depositor's remark. Unless noted, the call rests on the fitted dose curve; in most records, active means well fitted curve in the direction sought with a large enough effect; inconclusive means small, poorly fitted or top-dose-only effect, or another doubt; inactive means no such curve, though single readings can be large; an effect the other way counts as inactive or inconclusive. Only part of the results is shown; the hit share may differ from the screen's.
SMILES,Pol iota inh,ERG Ets-DNA blk,BLM inh,APE1 inh,Pol beta inh,Pol kappa inh,Apoferritin bind,TRHR agonist,ALOX12 inh
O=C(Cn1cnc2ccccc2c1=O)N1CCc2ccccc2C1,30%,2%,0%,-1%,-12%,-1%,-11%,0.6,?
CCC1(C)Cc2ccccc2C(=S)N1 (stereo not given),6%,15%,-1%,7%,8%,-6%,-14%,-0.5,-19%
Cc1ccc(S(=O)(=O)N2CCC(=O)N(C(COCc3cccc(C(F)(F)F)c3)C(C)C)CC2)cc1 (stereo not given),-5%,-15%,-6%,15%,-14%,0%,55%[activator],2.0,/
CCOc1ccc(CNC(=O)C2Cc3ccccc3N2C(=O)CC)cc1 (stereo not given),2%,3%,-6%,/,-13%,-5%[60.1 µM],34%[activator],0.4,-15%
Cc1ccc(CN2C(=O)C(C)Oc3ccccc32)cc1 (stereo not given),20%,-7%,-8%,-5%,-23%,-8%,?,-0.1,0%
CC(=O)NCCc1nc2ccccc2n1CCCCOc1ccccc1,22%,-2%,-4%,52%[activator],10%,0%,7%,0.6,4%
O=C(NCc1cccc(Br)c1)C1CC(c2cc(C(F)(F)F)cc(C(F)(F)F)c2)=NO1 (stereo not given),27%,-3%,/,/,/,1%,/,/,-2%
O=C(C(NS(=O)(=O)c1cccs1)c1ccccc1)N1CCN(c2ccccc2)CC1 (stereo not given),15%,0%,-8%,3%,4%,-13%,-13%,/,-2%
Cc1ccc(N(CC(=O)N2CCOCC2)S(C)(=O)=O)cc1,16%,4%,2%,2%,-1%,5%,0%,0.3,0%
Cc1ccc2nc(C)cc(C(=O)NC3CCCCCC3)c2c1,-26%,-1%,/,-4%,/,-5%,/,/,151%[activator]
COC(=O)[C@]1(Cc2ccccc2)N[C@H](c2ccc(-c3cc(C(C)=O)cs3)cc2)[C@@H]2C(=O)N(C)C(=O)[C@@H]21,-2%,-2%,/,-2%,/,-13%,/,0.7,-3%
O=C(NCCCN1CCCC1=O)c1cccc(NS(=O)(=O)c2ccccc2)c1,22%,3%,/,11%,/,-3%,/,0.1,-24%
COc1ccc(S(=O)(=O)Cc2ccc(C(=O)NCc3cccs3)o2)cc1,-16%,-12%,-6%,2%,29%,15%,-14%,0.0,5%[57.4 µM]
CCNS(=O)(=O)c1ccc(NC(=O)Nc2cccc(C(F)(F)F)c2)cc1,10%,4%,-12%,7%,30%,-2%,-21%,1.3,0%
COc1ccc(-c2cc(=O)oc3c(C)c(OCC(=O)N[C@@H](Cc4ccc(O)cc4)C(=O)O)ccc23)cc1,8%,-15%,1%,5%,-4%,6%,-11%,-0.5,-29%
C=CCSC(=C(C#N)C#N)c1cc2c([nH]1)CCCC2,-2%,-1%,-13%,19%,5%,-6%,?,1.1,?
O=C1c2oc3ccccc3c(=O)c2C(c2ccc(Br)cc2)N1c1ccccn1 (stereo not given),4%,4%,-5%,/,6%,1%[60.1 µM],4%,1.1,-28%
Cc1ccc(C(=O)Oc2ccc(Br)cc2C(=S)N2CCOCC2)cc1,10%,1%,-8%,-12%,46%,-11%,5%,-0.7,?
CCOc1cc(CNC(C)C)c(Cl)cc1OCC(=O)NCCc1ccccc1,5%,5%,-6%,4%,4%,-15%,-16%,1.3,3%
Cc1ccc(Cl)cc1-n1c(SCC(=O)NCc2ccccc2)nc2n[nH]c(C)c2c1=N,?,0%,-4%,/,1%,-12%[60.1 µM],-2%,0.1,?
O=C(NCc1cccn1Cc1ccccc1)Nc1ccc(Br)cc1F,-4%,0%,-1%,/,?,-5%,6%,0.3,-23%
CCCCOC(=O)Nc1nc2ccc([N+](=O)[O-])cc2s1,85%[activator],1%,0%,22%,9%,-11%,0%,0.5,-6%
CCOC(=O)CC1(C)OCC(C[N+]2(C)CCCCC2)O1 (stereo not given),135%[activator],-5%,-5%,7%,-14%,1%,-1%,-2.2,?
Cc1cc(C)c(C(=O)CSc2nnc(N)s2)cc1C,17%,-1%,0%,3%,11%,-5%,-10%,-2.0,21%
COC(=O)[C@@]1(Cc2ccc(OC)cc2)[C@H]2c3cc(C(=O)N4CCCC4)n(CCO)c3C[C@H]2CN1C(=O)c1ccccc1,-11%,-5%,3%&-4%,-12%&0%,28%,-2%,8%&-2%,-1.0,-10%

# Individual results from the list:
# Cc1ccc(S(=O)(=O)N2CCC(=O)N(C(COCc3cccc(C(F)(F)F)c3)C(C)C)CC2)cc1 (stereo not given) – Pol beta inh = -14%
# Cc1ccc(CN2C(=O)C(C)Oc3ccccc32)cc1 (stereo not given) – TRHR agonist = -0.1

# Additional records
SMILES,Pol iota inh,ERG Ets-DNA blk,BLM inh,APE1 inh,Pol beta inh,Pol kappa inh,Apoferritin bind,TRHR agonist,ALOX12 inh
COc1ccc(S(=O)(=O)N2CCCCC2)cc1C(=O)N1CCCCCC1,17%,13%,/,/,/,-2%,/,/,286%[activator]
O=C(Nc1ccccc1N1CCCC1)c1cc2ccccc2o1,10%,-10%,5%,4%,1%,-4%,-1%,-1.4,-18%
CCc1ccc(/C=C2\SC(=S)N(CCCC(=O)Nc3ccccc3C(=O)O)C2=O)cc1,71µM*,-4%,-1%,57%,?,5%,-14%,-0.3,?
O=C(NCC(=O)N(c1cccnc1)C(C(=O)NCc1ccco1)c1ccccc1)c1ccco1 (stereo not given),9%,2%,0%,4%,4%,-20%,-9%,-0.6,38%[activator]
COC(=O)C1C(=O)C2=C(CC1C)NC(C)=C(C(=O)OCCOc1ccccc1)C2c1ccc(C)o1 (stereo not given),-8%,2%,6%,2%,21%,-9%,-11%,0.3,8%
CCCCN(CCCC)S(=O)(=O)c1ccc2[nH]c(=O)[nH]c2c1,-8%,12%,-4%,3%,?,-8%,-19%,0.2,11%
COc1ccc(C(=O)NCC(=O)N=Nc2c(O)n(C)c3ccccc23)cc1OC,33%[activator],7%,-4%,-2%,-6%,0%,-7%,-0.3,0%
O=C1CCC(c2ccccc2)(C2CCN(Cc3ccccc3)CC2)C(=O)N1 (stereo not given),1%,2%,1%,2%&1%,/,-3%,-6%,0.8,-23%&0%
COc1cccc(C(=O)N2CCN(C(=O)c3ccc(-c4ccccc4)cc3)CC2)c1OC,76%[activator],-2%,-4%,4%,1%,0%,-14%,-1.9,14%
OCC1OC(n2cnc3c(=S)nc[nH]c32)C(O)C1O (stereo not given),?,/,-9%&3%,1%,/,-5%[60.1 µM],4%,/,/
Cc1ccccc1C(=O)N1CCCC(CCC(=O)N2CCN(c3ccccn3)CC2)C1 (stereo not given),10%,-2%,0%,9%,87%,-3%,-16%,0.0,25%
NC(=O)COc1ccc(=O)n(-c2ccccc2)n1,27%,-3%,-3%,-3%,10%,9%,3%,0.6,1%
CCc1ccc(CNC(=O)C2CCCN(c3nn4c(=O)cc(C)nc4s3)C2)cc1 (stereo not given),18%,7%,3%,21%,12%,-2%,-13%,-0.9,4%
COC(=O)C1=C(CN2CCSCC2)NC(=O)NC1c1cc(C)ccc1C (stereo not given),18%,-10%,1%,0%,4%,-1%,-9%,-0.5,?
C=CCn1c(=O)c(CCC(=O)Nc2ccc(N3CCOCC3)cc2)nc2cc(C(F)(F)F)ccc21,?,7%,-11%,-6%,6%,?,11%,-0.5,-16%
CC1=[N+](CC(=O)NC(C)(C)C)CCc2ccccc21,36%[activator],1%,-3%,0%,-23%,-4%,5%,0.2,3%
CCc1ccc(C2CC(=O)c3c([nH]c(C(=O)OC4CCCC4)c3C)C2)cc1 (stereo not given),-8%,14%,-1%,/,24%,-15%,5%,1.2,-4%
O=C(c1cc(-c2cccs2)on1)N1CCOCC1,34%[activator],-4%,0%,-3%,1%,1%,-5%,0.1,13%
Cc1onc(-c2ccccc2)c1C(=O)Nc1nnc(COc2ccc(Cl)cc2)s1,-7%,2%,-7%,16%,-10%,-14%,11%,1.9,/
CCOC(=O)Nc1nnc(-c2ccc(OC)c(OC)c2)s1,19%,1%,-2%,-6%,0%,-1%,-10%,1.2,-5%
Cc1cc(C(F)(F)F)c2c(=O)[nH]c(=O)n(Cc3ccccc3)c2n1,-9%,-7%,-3%,6%,-1%,-1%,?,-0.7,0%
O=C(O)C(Cc1ccccc1)n1cccc1 (stereo not given),-7%,2%,0%,-3%,14%,-22%,-13%,0.0,0%
O=C(NC1CCCCC1)C1CCN(S(=O)(=O)c2cccc3nsnc23)CC1,23%,-5%,-3%,-1%,8%,0%,-9%,-0.1,16%
Cc1cc2ccccc2n1CCNC(=O)C1CC1,-15%,?,1%,19%,-12%,-3%,-18%,0.2,?
O=S(=O)(NCc1ccccc1Cl)c1cnc[nH]1,7%,-19%,-2%,-4%,3%,4%,7%,0.3,0%[57.4 µM]

# Entries of single compounds as entered above. Order of screens: Pol iota inh, ERG Ets-DNA blk, BLM inh, APE1 inh, Pol beta inh, Pol kappa inh, Apoferritin bind, TRHR agonist, ALOX12 inh
# Entry for O=C(NCCCN1CCCC1=O)c1cccc(NS(=O)(=O)c2ccccc2)c1 = 22%, 3%, /, 11%, /, -3%, /, 0.1, -24%
# Entry for CC(=O)NCCc1nc2ccccc2n1CCCCOc1ccccc1 = 22%, -2%, -4%, 52%[activator], 10%, 0%, 7%, 0.6, 4%

# From PubChem
